MITF TRPM1 inh: inhibitors of MITF-driven TRPM1 promoter in melanoma cells; SK-MEL-5 TRPM1 promoter luciferase, 24 h; inhibition, % at 12.5 µM; 330,000 tested, 0.83% active; AID 488899;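 active means mean inhibition across replicates of 60% or more, whatever share of single replicates reaches that level; inconclusive means some that reach 60%, reason not given; inactive means mean inhibition across replicates below 60%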; further: values of inactives mirror those of a sister screen read the other way
Vif imaging: HIV Vif inhibition. HEK293T cells, Vif self-association by quenched fluorescence, imaging, 24 h. inhibition, % at 7.49 µM. 340,000 tested, 0.35% active. AID 602346; in the data active means inhibition above about 50%, passing the limit was not always enough; inconclusive means no clear call, values can overlap the other calls; inactive means below about 31%; further: some results filed as inactive read as strong as hits
CaV13 ICDI inh: Disruptors of the CACNA1D IQ motif to Ca2+-dependent inactivation inhibitor domain association, primary screening, Förster resonance energy transfer in intact living … | HEK cells, CFP/YFP FRET ICDI-IQ, plate reader, 10 min; percent FRET-ratio fall versus neutral wells | 340,000 tested, 0.098% active | inhibition, % at 12.3 µM;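 active means mean replicate inhibition of at least 30% and at least 1% of replicates passing that level; inconclusive means only one of the two criteria is met; inactive means neither criterion is met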;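 further: 0% = median of the neutral control wells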
NR2E3 ag-1: NR2E3 (human) agonism; 320,000 tested, 0.12% active; AID 2300; inhibition of corepressor binding, % at 4.78 µM; GST-NR2E3/biotin-RetCOR TR-FRET, 1536-well; Q9Y5X4;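 active means percent inhibition above the cutoff of mean plus 3 SD of all tested compounds, set per screening campaign, cut at about 20% in these data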;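 further: 0% = DMSO wells and 100% = biotin wells as full block of FRET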
Target sequence (Q9Y5X4 whole entry, looked up): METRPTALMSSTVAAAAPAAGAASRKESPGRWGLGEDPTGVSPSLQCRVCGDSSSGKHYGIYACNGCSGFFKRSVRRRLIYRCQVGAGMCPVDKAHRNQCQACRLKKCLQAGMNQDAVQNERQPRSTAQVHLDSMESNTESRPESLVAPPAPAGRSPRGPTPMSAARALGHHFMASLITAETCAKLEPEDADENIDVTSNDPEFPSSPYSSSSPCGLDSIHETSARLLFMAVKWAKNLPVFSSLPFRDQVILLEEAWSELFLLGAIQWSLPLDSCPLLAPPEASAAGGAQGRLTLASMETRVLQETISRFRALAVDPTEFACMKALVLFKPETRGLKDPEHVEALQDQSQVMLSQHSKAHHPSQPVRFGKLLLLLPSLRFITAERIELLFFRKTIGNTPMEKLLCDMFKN
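Format: 1536-well format; test system: GST-NR2E3 and biotin-RetCOR proteins; read-out basis: percent inhibition of TR-FRET ratio; timing: 5 h incubation at 4 °C; detection: time-resolved FRET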
aDG glyco act: increases alpha dystroglycan glycosylation | Pro5-aDG cells, alpha-DG glycosylation AlphaScreen (IIH6); 0% Pro5, 100% B10-LARGE cell signal | activation, % at 10 µM | 360,000 tested, 0.22% active | AID 624168;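 active means activation of at least 8% versus controls, or a plate z-score of at least 8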;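 further: Pro5 are CHO cells carrying HIG-tagged alpha-DG that lacks glycosylation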
HIF-2a block: blocks HIF-2a reporter activity | 786-0 RCC cells HIF-2a reporter, luciferase luminescence, overnight | inhibition, % at 18.8 µM | 360,000 tested, 0.72% active | AID 624352;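 active means inhibition of the luminescence signal of 40% or more relative to plate controls, in a single-dose primary screen at 18.75 µM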
hiPSC survival: increases survival of single human iPS cells; hiPSC single-cell survival, ATPlite luminescence; 100% = ROCK inhibitor wells, 0% = DMSO; survival enhancement, % at 20 µM; 360,000 tested, 0.044% active; AID 602274; in the data active means survival enhancement above about 18%;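 further: cells exposed to compounds for 16 hours before the ATP read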
Peg3 prom inh: reduces Peg3 promoter-driven luciferase expression in HeLa | HeLa PEG-Prom luciferase reporter, luminescence, overnight | inhibition, % at 20 µM | 360,000 tested, 1.7% active;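 active means inhibition of at least 50% at 20 µM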
Granule exo inh: blocks lytic granule exocytosis; TALL-104 LAMP-1 surface exposure, flow cytometry; cells stimulated with thapsigargin and PMA; inhibition, % at 10 µM; 360,000 tested, 0.66% active;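 active means inhibition above about 55%, limit read from the data; inconclusive means no clear call, values can overlap the other calls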
NR2E3 ag-2: activates human NR2E3 receptor; CHO-S Gal4-NCOR/VP16-NR2E3 two-hybrid, luciferase; inhibition of corepressor binding, % at 3.98 µM; 360,000 tested, 0.35% active; AID 602229;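 active means inhibition above the mean of all tested compounds plus 3 SD, cut at about 70% in these data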;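 further: 0% = DMSO with NR2E3 transfected cells and 100% = cells lacking NR2E3 construct; higher means lower luciferase signal from less NR2E3 corepressor binding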
PDI turbidity: PDI (human) enzyme inhibition. P07237. PDI insulin aggregation turbidity, A650, 90 min. inhibition, % at 10 µM. 350,000 tested, 0.052% active. AID 588391;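 active means mean inhibition across replicates of 30% or more, whatever share of single replicates reach that level; inconclusive means mean inhibition below 30% while every single replicate reaches 30%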;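 further: absorbance from insulin aggregation driven by PDI reduction with DTT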
Target sequence (P07237 whole entry, looked up): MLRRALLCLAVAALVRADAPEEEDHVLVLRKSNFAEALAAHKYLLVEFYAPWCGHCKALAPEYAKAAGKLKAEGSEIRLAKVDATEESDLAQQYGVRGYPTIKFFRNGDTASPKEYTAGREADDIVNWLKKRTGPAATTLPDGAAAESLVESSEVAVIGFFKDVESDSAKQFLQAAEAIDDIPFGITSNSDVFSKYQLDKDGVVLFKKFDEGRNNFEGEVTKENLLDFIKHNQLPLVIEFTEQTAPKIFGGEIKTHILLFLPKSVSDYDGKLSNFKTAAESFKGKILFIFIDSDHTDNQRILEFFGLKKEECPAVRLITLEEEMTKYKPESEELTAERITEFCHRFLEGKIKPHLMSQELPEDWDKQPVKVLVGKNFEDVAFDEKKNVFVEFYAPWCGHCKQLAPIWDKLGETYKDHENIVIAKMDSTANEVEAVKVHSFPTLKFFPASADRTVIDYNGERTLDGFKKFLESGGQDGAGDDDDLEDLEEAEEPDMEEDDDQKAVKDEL
* hit, by the source's call; i = inactive; ? = inconclusive; nt = no result given.

SMILES	MITF TRPM1 inh	Vif imaging	CaV13 ICDI inh	NR2E3 ag-1	aDG glyco act	HIF-2a block	hiPSC survival	Peg3 prom inh	Granule exo inh	NR2E3 ag-2	PDI turbidity
CC1CCC/C(=C\Nc2ccc(C(=O)O)cc2)C1=O (stereo unspecified)	-15	-8	-5	1	0.1	-100	0.6	-113	0	-76	-9
Cc1nc2nc(-c3ccccc3)nn2c(C)c1C	-22	1	-7	1	-0.2	-266	-0.6	-234	-3	-87	-6
CN(CC(=O)Nc1ccccc1Cl)C(=O)COC(=O)C1=COCCO1	3	-12	-2	0	-0.3	2	-0.3	-3	2	-21	0
CCOc1ccc(CN(Cc2ccco2)C(c2cccs2)c2nnnn2C(C)(C)C)cc1 (stereo unspecified)	12	nt	-5	-3	0.1	12	0.6	34	22	-7	-3
Oc1ccc(-n2nnnc2SCc2c(F)cccc2Cl)cc1	0	nt	-4	nt	-0.1	-23	-0.3	26	5	-8	16
CN(C)c1ccc(-n2cc3c(=O)n(C)c(=O)n(C)c3c2)cc1	-72	-6	-4	-4	0.0	-212	1.9	-159	3	-24	7
COc1ccc(C(=O)C(C)OC(=O)CCN2C(=O)C3CC=CCC3C2=O)cc1 (stereo unspecified)	0	12	-3	1	0.0	1	1.7	-13	-5	-25	-3
O=C(Cn1nc(-c2ccccc2)ccc1=O)NCC1CCCO1 (stereo unspecified)	2	-6	-6	6	-0.2	10	3.5	-11	1	4	-2
C=CCn1c(=O)/c(=C2/SC(C)=C(C)N2CC)s/c1=C1/C(=O)N(CC)C(=S)N1c1ccccc1	-2	-4	nt	-3	0.0	16	1.6	33	1	3	-3
CC(C)N(C(=O)Cn1cc(S(=O)(=O)CC(=O)NC2CCCCC2)c2ccccc21)C(C)C	-17	-1	5	-3	0.0	13	-0.5	7	-4	0	7
O=C1C=CC(=O)N1c1ccc(O)cc1	7	13	-3	1	-0.1	-1	0.1	110*	7	-1	13
Cc1ccccc1NC(=O)c1ccc(C)c(S(=O)(=O)Nc2cccnc2)c1	3	-7	-2	4	0.0	8	0.1	-8	34	-18	1
Cc1ccc2nc(N(CCCN(C)C)C(=O)CS(=O)(=O)c3ccccc3)sc2c1	9	-1	-6	0	-0.1	-5	0.4	-60	6	-12	0
COc1ccc(S(=O)(=O)N2CCCC(C(=O)NCC3CCCO3)C2)cc1Cl (stereo unspecified)	7	-6	-6	-1	0.2	15	-0.3	10	0	3	13
CSCCC(NC(=O)c1ccco1)C(=O)NCCc1ccc(F)cc1 (stereo unspecified)	-2	24	-4	4	0.6	8	-3.4	9	3	-12	4
Cc1ccccc1N(C)S(=O)(=O)c1nnc(NC(=O)c2ccccc2F)s1	-5	3	-2	4	-0.1	1	0.0	16	1	-4	-9
CN(C)CCNc1cc(-c2ccncc2)nc2ccccc12	-6	15	-4	-3	-0.1	14	4.9	16	0	-12	0
O=[N+]([O-])c1cccc(-c2ccc(C(=S)N3CCN(c4ccc(F)cc4)CC3)o2)c1	5	-5	-5	1	-0.3	-7	-0.1	-12	1	2	-4
CCSC1=C(C#N)C(c2cccc(Br)c2)CC(=O)N1 (stereo unspecified)	2	0	-10	4	0.2	19	3.9	19	-3	5	1
Cc1cc(-c2nc3ncccc3o2)ccc1NC(=S)NC(=O)c1ccco1	-9	nt	-3	-55	1.5	-87	-2.6	-38	?	-13	30
CC1(c2nnc(-c3ccc(F)cc3)o2)CC(c2cccc(Cl)c2)=NO1 (stereo unspecified)	-6	-1	-5	-2	0.5	-10	2.1	-2	-5	1	-6
CCC(C)(C)NC(=O)CN(C(=O)CCC(=O)Nc1nccs1)c1ccc2c(c1)OCO2	11	-13	-5	3	0.0	-9	-0.2	-1	1	-5	1
Cc1ccnc(NC(=O)C2CCN(S(=O)(=O)c3cccc4nonc34)CC2)c1	-6	-8	0	3	0.0	-13	-1.3	-8	0	-3	4
CCOc1ccc(OCC)c(NC(=O)CN2CCN(C(=O)c3ccco3)CC2)c1	7	-8	-6	-2	0.4	17	-2.9	16	-4	-20	1
CC1CCCN(C(=O)c2ccc([N+](=O)[O-])o2)C1 (stereo unspecified)	40	-14	-2	2	0.2	-13	0.2	2	-2	18	1
NC(=O)CC[C@H](NC(=O)c1ccc(Cl)cc1)C(=O)NNC(=O)COc1cccc(Br)c1	0	-7	-6	nt	0.0	1	1.8	-16	-1	4	-17
C/C(=N\NC(=O)CN1CCCCC1)c1ccccc1O	1	3	-3	7	0.2	-69	-0.9	-26	5	-16	16
CCOC(=O)c1cc(-c2ccc(N3CCOCC3)cc2)nn1-c1ccccc1C(=O)O	7	4	-2	1	0.0	6	-0.3	-2	12	-13	-1
O=C(COc1ccc2ccccc2c1)NCC1CCCO1 (stereo unspecified)	5	-6	-7	2	0.0	5	-0.3	0	4	nt	nt
COc1cc(/C=N/n2cnc3scc(-c4cccs4)c3c2=O)cc(OC)c1OC	14	0	-4	-3	0.2	10	-0.7	27	3	5	25

An excerpt from above in order of count of non-hydrogen atoms, highest first.
SMILES	MITF TRPM1 inh	Vif imaging	CaV13 ICDI inh	NR2E3 ag-1	aDG glyco act	HIF-2a block	hiPSC survival	Peg3 prom inh	Granule exo inh	NR2E3 ag-2	PDI turbidity
COc1cc(/C=N/n2cnc3scc(-c4cccs4)c3c2=O)cc(OC)c1OC	14	0	-4	-3	0.2	10	-0.7	27	3	5	25
CC1(c2nnc(-c3ccc(F)cc3)o2)CC(c2cccc(Cl)c2)=NO1 (stereo unspecified)	-6	-1	-5	-2	0.5	-10	2.1	-2	-5	1	-6
O=C(COc1ccc2ccccc2c1)NCC1CCCO1 (stereo unspecified)	5	-6	-7	2	0.0	5	-0.3	0	4	nt	nt

Other structures follow:
SMILES	MITF TRPM1 inh	Vif imaging	CaV13 ICDI inh	NR2E3 ag-1	aDG glyco act	HIF-2a block	hiPSC survival	Peg3 prom inh	Granule exo inh	NR2E3 ag-2	PDI turbidity
CCc1ccc(NC(=O)NNC(=O)c2ccc3ccccc3c2O)cc1	16	4	-3	nt	-0.3	4	-0.6	6	2	-10	-1
Cc1ccc(/C=N/N2CCN(Cc3ccc(C)cc3)CC2)cc1	1	2	-4	6	-0.1	4	0.6	7	-10	-2	8
O=C(c1ccccc1)c1ccc(OCC(O)CN2CCCC2)cc1 (stereo unspecified)	2	-3	-76	-2	0.1	1	-0.4	-18	-1	-26	8
C[N+](C)(CC#Cc1ccccc1)CC(=O)c1ccc(Cl)cc1	-6	4	-5	-1	-0.3	15	0.8	-16	-5	-13	3
CCOC(=O)c1c(C)[nH]c(N=Nc2ccc(C)cc2)c1C	-117	-1	-8	6	-0.2	i	-2.0	-398	2	-167	5
CCOC(=O)c1c(C)c(C(=O)Nc2cc(F)ccc2F)c(C)n1C	-2	1	-3	1	0.4	-146	-0.3	-61	-9	-17	-7
COc1ccc(OC)c2[nH]c(=O)c(CCNC(=O)C(C)(C)C)cc12	-1	21	-7	3	0.0	3	1.5	-6	0	-21	-1
Cc1ccc(S(=O)(=O)N/N=C/c2ccc(OCC(=O)N3CCOCC3)cc2)cc1	6	14	4	7	-0.5	15	1.5	5	1	-20	-6
O=C(COC(=O)c1ccc(Cl)c(S(=O)(=O)N2CCCCC2)c1)NC1CCCCC1	nt	1	-18	nt	-0.1	7	-2.5	4	-3	-29	3
Cc1c(C)n2c(SCC(=O)N3CC(C)OC(C)C3)nnc2[nH]c1=O (stereo unspecified)	-3	-12	-7	-1	0.4	0	-0.1	-10	-6	6	5
O=C(c1cccc(S(=O)(=O)NCc2ccccc2)c1)N1CCCC(C(F)(F)F)C1 (stereo unspecified)	-1	-6	-5	1	0.2	4	1.7	12	6	1	-3
COc1cc(OC)c(OC)cc1/C=C1\SC(N2CCCCC2)=NC1=O	-14	nt	-7	-1	0.2	-8	-0.6	11	-13	-10	-8
Cc1cc(-c2n[nH]c(=S)n2/N=C/C=C/c2ccccc2)n[nH]1	5	2	-4	6	-0.3	22	0.8	14	0	-18	5
COc1ccc(S(=O)(=O)NCC(=O)NCc2cc(=O)n(C)c(=O)n2C)cc1	-9	-1	-5	-2	0.1	5	-0.4	4	1	8	-6
CC1=C(C(=O)N2CCOCC2)C(c2ccc(C)cc2)NC(=S)N1 (stereo unspecified)	4	-2	-7	-2	0.1	11	-1.8	4	1	-32	-2
Cc1ccccc1-c1cc(C(=O)NCc2ccco2)n(CC2CC(c3cccnc3)=NO2)n1 (stereo unspecified)	12	-6	-7	2	-0.3	8	-1.6	21	10	-23	-10
CCOC(=O)C1(C)CCN1C(=O)COc1ccc(C(C)(C)C)cc1 (stereo unspecified)	nt	1	-5	nt	0.3	-5	-1.6	-9	2	-23	-3
O=C1NC[C@H](Cc2ccc(O)cc2)N(C[C@H]2CCCN2C[C@H](Cc2ccc(O)cc2)N2C[C@H](Cc3ccc(O)cc3)N(CCc3ccccc3)C(=O)C2=O)C1=O	nt	13	-5	nt	0.3	6	0.9	-14	-3	11	nt
O=CN1c2ccccc2CSc2ccccc21	nt	-3	-5	4	0.3	27	1.7	24	6	-23	-5
COc1ccccc1N1CCN(C(=O)c2ccc(CN3CCOCC3)cc2)CC1	nt	3	0	2	-0.2	10	-0.7	7	0	22	-6
COc1cccc(CNC(=O)C2CCCN(C(=O)c3ccc(Cl)cc3)C2)c1 (stereo unspecified)	-2	-10	-5	5	2.8	3	-0.6	1	0	-1	-4
COc1cc(/C=N/NC(=S)NC2CC3CC2C2C=CCC32)ccc1O (stereo unspecified)	-19	23	-5	3	0.8	-104	-0.7	-38	4	-92	4
COc1ccccc1NC1C=CS(=O)(=O)C1 (stereo unspecified)	0	2	-5	-3	-0.1	-4	-2.3	-13	-2	1	3
CCCCN(C(=O)C1CC(=O)N(Cc2ccc(C)cc2)C1)c1c(N)n(CC(C)C)c(=O)[nH]c1=O (stereo unspecified)	2	6	-6	-1	-0.3	6	-0.4	0	1	-17	22
O=[N+]([O-])c1ccc(N=Nc2c(Cl)cc(O)cc2Cl)cc1	18	-13	-4	-2	-0.6	-196	-0.6	72*	79*	13	0
COc1ccccc1Nc1ncnc2sccc12	5	1	-3	2	0.2	-24	-0.5	-18	-9	-2	-12
CC(C)N(C(=O)Cn1cnc2c(cnn2-c2ccccc2Cl)c1=O)C(C)C	0	7	-6	2	-0.1	10	-1.1	19	1	-3	-9
Cc1ccccc1NC(=O)Cn1c(C)nc2ccc(NC(=O)C3CC3)cc2c1=O	7	1	-8	3	0.0	5	-2.6	18	-3	21	-1
O=C(Nc1ccccc1C(=O)O)C1=NN=CC1	0	-3	-20	2	-0.1	5	0.2	-2	-13	-20	0
Cc1ccc(NC(=O)Cn2nnc(C(=O)NCCc3ccccc3)c2N)c(C)c1	2	-8	nt	3	-0.3	7	1.1	20	-4	0	15
C=CCn1c(CCC(O)CCCCC)n[nH]c1=S (stereo unspecified)	2	-7	2	-3	-0.3	14	1.2	9	5	4	6

Source: PubChem BioAssay (several laboratories)
